Screening data (PubChem BioAssay)
FBPA Giardia inh = Giardia lamblia aldolase inhibition. A8B2U2. purified Giardia FBPA. Potency, µM (doses to about 59.6 µM), for the others: at the top dose activity, negative = inhibition, most hits filed as inhibitors. hit rate 0.71% among 290,000; further: potency means the concentration at half of the fitted maximal effect; nearly all actives have a fitted effect of over 55% in size
Target sequence (A8B2U2 whole entry, looked up): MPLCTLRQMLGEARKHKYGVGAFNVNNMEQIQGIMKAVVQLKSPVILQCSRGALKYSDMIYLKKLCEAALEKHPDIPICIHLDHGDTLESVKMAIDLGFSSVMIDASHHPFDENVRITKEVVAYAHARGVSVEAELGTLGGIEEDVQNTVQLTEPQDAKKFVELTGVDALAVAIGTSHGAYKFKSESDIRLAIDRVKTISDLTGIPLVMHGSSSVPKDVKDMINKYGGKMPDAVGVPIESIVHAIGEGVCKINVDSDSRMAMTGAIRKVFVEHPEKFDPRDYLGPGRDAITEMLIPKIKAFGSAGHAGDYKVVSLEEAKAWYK
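40 nM FBPA preincubated 10 min at RT with compound (up to 57.5 uM final), then substrate plus GAPDH/TPI/NAD/arsenate coupling and diaphorase/resazurin added. Fluorescence read after 20 min at RT, 525/598 nm.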
AmpC inh detg = AmpC beta-lactamase inhibition with detergent present; Potency, µM (titrated, usually from 114 µM), for inactives: at the highest dose activity change, negative = inhibition, hits mostly inhibitors; AmpC hydrolysis of nitrocefin, absorbance 480 nm, 0.01% Triton; AID 485294; P00811; hit rate 0.041% among 370,000;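 further: potency means the concentration at half of the fitted maximal effect; 0% = no-compound wells and -100% = no-enzyme wells; nearly all actives have a fitted effect of over 25% in size; some results filed as inactive show a strong effect at the top dose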
Target sequence (P00811 whole entry, looked up): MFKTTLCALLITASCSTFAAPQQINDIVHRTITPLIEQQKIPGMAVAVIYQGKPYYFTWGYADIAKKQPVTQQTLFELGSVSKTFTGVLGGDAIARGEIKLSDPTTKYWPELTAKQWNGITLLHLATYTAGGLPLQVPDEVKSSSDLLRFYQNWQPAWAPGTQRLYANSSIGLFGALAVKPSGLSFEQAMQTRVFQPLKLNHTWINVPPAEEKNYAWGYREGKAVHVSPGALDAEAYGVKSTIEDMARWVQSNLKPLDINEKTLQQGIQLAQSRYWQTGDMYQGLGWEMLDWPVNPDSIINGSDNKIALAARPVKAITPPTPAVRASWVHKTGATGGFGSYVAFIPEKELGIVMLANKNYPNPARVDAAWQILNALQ
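AmpC (5.3 nM in the dispensed reagent) in 20 mM phosphate pH 7.0 with 0.01% (detergent screen) or 0.0001% Triton X-100 was preincubated with compounds for 15 min at room temperature. Nitrocefin was then added from an 800 uM solution, and hydrolysis was followed at 480 nm.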
HCMV antiviral = human cytomegalovirus inhibition; HFF cells, HCMV-luciferase reporter, 72 h; hits give low values; activity change, negative = inhibition, % at 57.5 µM; hit rate 4.5% among 410,000; AID 1259415; in the data active means activity change below about -60%; inconclusive means no clear call, values can overlap the other calls; inactive means above about -39%
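Steps: HFFs plated, 16 h 37C; compounds added; HCMV-luciferase added to MOI 1 PFU/cell; 72 h 37C; OneGlo reagent, 5 min room temperature; luminescence read, normalized to controls.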
AmpC inh no detg = blocks E. coli AmpC beta-lactamase in detergent-free assay | P00811 | AmpC nitrocefin hydrolysis, absorbance 480 nm, 0.0001% Triton | Potency, µM (series often up to 57.1 µM), without a hit: at the top dose activity change, negative = inhibition, hits mostly inhibitors | hit rate 0.52% among 330,000;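 further: potency means the concentration at half of the fitted maximal effect; plate controls were no compound for no effect and no enzyme for full effect; nearly all actives have a fitted effect of over 20% in size; some results filed as inactive show a strong effect at the top dose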
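AmpC (5.3 nM in the dispensed reagent) in 20 mM phosphate pH 7.0 with 0.01% (detergent screen) or 0.0001% Triton X-100 was preincubated with compounds for 15 min at room temperature. Nitrocefin was then added from an 800 uM solution, and hydrolysis was followed at 480 nm.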
AMA1-RON2 inh = disrupts binding of P. falciparum AMA1 to RON2; AlphaScreen AMA1-biotinylated RON2 peptide binding; Potency, µM (series often up to 58.2 µM), inactives show at the top dose activity change, negative = inhibition, usual class: inhibitors; hit rate 0.2% among 360,000;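 further: potency means the concentration at half of the fitted maximal effect; 0% = vehicle wells and -100% = peptide control; nearly all actives have a fitted effect of over 45% in size; some results filed as inactive show a strong effect at the top dose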
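AMA1 (3D7) with his tag at 25 nM final met compounds first, then biotinylated RON2 peptide at 25 nM; detection used donor plus acceptor beads, 10 µg/mL apiece, read by AlphaScreen after 30 min at room temperature.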
Sm TGR inh = inhibitors of Schistosoma mansoni thioredoxin glutathione reductase | AID 485364 | purified TGR, DTNB reduction, TNB absorbance 405 nm | hit rate 3% among 360,000 | Potency, µM (highest dose often 114 µM), for the others: at the highest dose activity change, negative = inhibition, actives largely listed as inhibitors | Q962Y6; further: potency means the concentration at half of the fitted maximal effect; nearly all actives have a fitted effect of over 60% in size
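TGR 20 nM + NADPH 100 uM (dispensed conc.), cpd preinc 15 min RT; start with NADPH (500 uM addition) then DTNB (15 mM addition). Kinetic TNB absorbance, 405 nm filter. Four-parameter Hill fit across titration.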
* = called active by the depositor; u = inconclusive; x = no result given; [ ] = dose if it differs, or a comment. Unless noted, the call rests on the fitted dose curve; in most records, active means well fitted curve in the direction sought with a large enough effect; inconclusive means small, poorly fitted or top-dose-only effect, or another doubt; inactive means no such curve, though single readings can be large; an effect the other way counts as inactive or inconclusive. Unless noted, on the % scale 0 is the no-effect control and ±100 the full control effect. Outcome played no part in choosing rows. About 7.8% of those tested had a hit in this group.

SMILES	FBPA Giardia inh	AmpC inh detg	HCMV antiviral	AmpC inh no detg	AMA1-RON2 inh	Sm TGR inh
O=C1C2CC=CCC2C(=O)N1c1n[nH]c(-c2ccccc2)n1 (stereo not drawn)	-18%	-2%	14	-9%	10%	4%
CCOC(=O)NC1(NCc2ccccc2)Oc2ccccc2O1	-14%	-5%	-26	-16%	-6%	32µM*
Cc1ccc(Cn2c(C)cc3c(c2=O)C(c2cccs2)C(C#N)=C(N)O3)cc1 (stereo not drawn)	1%	-11%	3	-16%	0%	6%
CC(=O)c1ccc(-n2ccc(=O)cc2)cc1	-1%	-6%	x	-5%	0%	-18%
O=C(O)Cn1nnc(-c2cccs2)n1	5%	-10%	0	-21%	-8%	-6%
COc1cc(CNCCN2CCOCC2)ccc1OCc1ccc(Cl)cc1	-12%	0%	-35	22%	-6%	2%
COCCNC(=O)C1CCC(CNS(=O)(=O)c2cccc3nsnc23)CC1 (stereo not drawn)	x	1%	-24	-1%	-1%	-3%
Cc1c(NC(=O)COC(=O)CSc2ccc([N+](=O)[O-])cc2)c(=O)n(-c2ccccc2)n1C	x	u	-1	-9%	-1%[11.6 µM]	1%
Cn1c(=O)n(C)c2cc([N+](=O)[O-])c(N3CCN(C(=O)c4cccc(F)c4)CC3)cc21	0%	2%	1	99%[activator]	-15%	x
COc1cccc(CN2CCN(C(=O)COc3ccc4ccccc4c3)CC2)c1	-19%	u	-6	138%[activator]	-8%	u
Cc1cccc(C(=O)NCC(c2ccco2)N2CCc3ccccc32)c1 (stereo not drawn)	x	1%	-17	-8%	-22%	1%
CC(=O)Nc1cc(S(=O)(=O)Nc2cccc(C)c2)c(C)cc1C	-1%	-7%	-11	-15%	1%	10%
Cc1ccc(S(=O)(=O)/N=C(/Nc2ccc3[nH]c(=O)[nH]c3c2)c2ccccc2)cc1	-4%	-1%	-11	-34%	-15%	22%
CC1CCN(CCCNC(=O)c2n[nH]c(=O)c3ccccc23)CC1	0%	1%	58	-8%	-15%	25%
CCNc1nc(Cl)nc(N(NC(C)=O)C(C)C)n1	0%	-3%	53	-5%	7%	8%
CCCCCC(=O)Nc1c(-c2ccc(OC)cc2)c(=O)c2ccccc2n1C	4%	-6%	7	-10%	-3%	-4%
CCSc1ncnc2sc3c(c12)CCC3	7%	0%	-4	-10%	5%	10%
O=C(c1ccc(Cn2cc(Br)cn2)cc1)N1CCN(c2ccccc2)CC1	0%	1%	72	94%[activator]	-3%	-1%
COc1cccc(CNC(=O)Cc2ccc(OC)c(S(=O)(=O)N3CCOCC3)c2)c1	x	-2%	-32	-11%	-14%	-10%
COc1ccc(C(=O)Nc2cc3cc(Cl)ccc3oc2=O)cc1OC	x	4%	-24	x	x	0%
COc1ccc(Br)cc1CN(C)CC(=O)Nc1c(Cl)cccc1Cl	24%	10%	-61*	14%	-5%[11.6 µM]	-3%
COc1ccc(NC(=O)C(NC(=O)/C=C\c2ccc3c(c2)OCO3)c2ccc(C)cc2)cc1 (stereo not drawn)	x	-2%	-15	x	x	0%
CCOC(=O)c1ccc(NC(=O)c2oc(=O)c3ccccc3c2-c2ccccc2)cc1	x	12%	11	x	x	5%
CCOc1ccc(C(=O)NC2CCN(C(=S)NCc3ccco3)CC2)cc1	-9%	2%	-17	-1%	-3%	-7%
C/C(=N\NC(=O)C1CC1)c1ccc(Cl)cc1	2%	0%	-9	-19%	-7%	-4%
CCn1nnc2sc3c(c2c1=O)CCC(C)C3 (stereo not drawn)	5%	-1%	32	-7%	-11%	1%
COc1ccc(N2CCN(C(=O)COC(=O)CNC(=O)c3ccc(C)cc3)CC2)cc1	x	u	-7	40%	6%	2%
O=C(COc1ccccc1[N+](=O)[O-])Nc1cc(Cl)ccc1C(=O)O	-21%	4%	-1	-20%	-1%	3%
CSc1nc(N)nc(SCC(=O)Nc2cccc(F)c2)c1C#N	-4%	u	-65*	-28%	11%	-4%
Cc1ccc(CSc2nc(-c3ccccc3)c(C#N)c(=O)[nH]2)cc1	16%	-1%	-4	-41%	-9%	-9%
Cc1cccc(C)c1NC(=O)Cn1nnnc1N	7%	0%	-34	-15%	-9%	-7%
CCCCCCCNC(=O)C1(CC2CC(c3cccc(Br)c3)=NO2)CCN(C(=O)c2cc(OCC)c(OCC)c(OCC)c2)CC1 (stereo not drawn)	x	u	71	48%	12%	-4%
Cc1cccc(C)c1NC(=O)CNC(=O)Cc1c[nH]c2ccccc12	x	2%	6	-6%	-8%	-4%
Cn1c(=O)c2c(nc(NCCCN3CCOCC3)n2Cc2cccc(Cl)c2)n(C)c1=O	2%	-1%	27	48%	1%	6%
Cc1ccc(C)c(N2CCN(C(=O)CCc3c(C)nc4c(c3C)c(=O)n(C)c(=O)n4C)CC2)c1	x	-7%	-21	x	x	0%
C=CCOc1ccc(/C=C/C(=O)OCC(=O)NCC(=O)Nc2c(C)cc(C)cc2C)cc1	x	0%	-16	0%	2%	-9%
Cc1cc(Cl)ccc1NC(=S)NCc1ccccc1Cl	0%	-15%	-23	-17%	12%	-11%
C/C(CC(=O)NCc1ccco1)=N\NC(=O)Cc1ccc(Cl)cc1	6%	5%	5	-10%	19%	-3%
COc1ccc(-c2cn3cccnc3n2)cc1NC(=O)Nc1cc(C)ccc1C	x	-3%	-69*	124%[activator]	x	-13%
CC(C)c1ccc(OCC(=O)NCc2ccccc2)cc1	4%	-7%	26	-8%	-4%	-17%
COc1ccc(S(=O)(=O)NC2(C(F)(F)F)N=C3SCCN3C2=O)cc1 (stereo not drawn)	3%	0%	-16	-2%	-8%	13%
O=C(O)COc1cccc2ccccc12	11%	-1%	13	-3%	-1%	-12%
CCN(CC)C(=O)CSc1nnc2nnc3cc(Cl)ccc3n12	-15%	-10%	-28	-2%	4%	-23%
O=C(NCCN1CCCOC1=O)C(=O)NCCN1CCCOC1=O	1%	7%	1	-14%	20%	6%
CCC1CCCCN1C(=O)CSc1n[nH]c(-c2ccccc2Cl)n1 (stereo not drawn)	x	24%	60	x	x	4%
Cc1cc2ncc(-c3ccc(Cl)cc3)c(N)n2n1	-4%	-13%	84	-26%	66%[activator]	-5%
Cn1c(NC(=O)c2ccccc2Br)cc(=O)n(C)c1=O	5%	u	u	-10%	6%	-9%
O=C(O)C1CCN(C(=O)c2cccc3ccccc23)CC1	-7%	-5%	-28	-11%	-13%	-9%
COc1cccc(-c2cc(C(=O)N3CCN(S(=O)(=O)c4ccc(Br)cc4)CC3)[nH]n2)c1	x	-2%	-24	-34%	6%	1%
CC1=NN(C(=O)COc2ccc(C)c(C)c2)C(O)(c2ccccc2)C1 (stereo not drawn)	4%	-12%	-19	-15%	31%[activator]	-3%
C=CCOc1ccc(-c2nc3c(c(=O)[nH]c(=O)n3CCC)n2CCCC)cc1	2%	0%	30	-6%	-2%	4%
CCc1ccc(OCc2n[nH]c(=S)n2Cc2ccccc2)cc1	-1%	-9%	11	-13%	51%[activator]	11%
COc1ccc(S(=O)(=O)N(C)C)cc1NC(=O)CN1C(=O)NC2(CCCC2)C1=O	4%	-5%	16	-1%	72%[activator]	-2%
CCOc1ccc(C2C(C(=O)Nc3ccccc3)=C(C)Nc3nc(-c4ccccc4Cl)nn32)cc1OC (stereo not drawn)	x	5%	7	x	x	8%
O=C(CN1c2ccccc2S(=O)(=O)c2ccccc21)Nc1cccc(C(F)(F)F)c1	x	21%	14	x	x	2%
Cc1ccc(CNS(=O)(=O)NCc2ccccc2F)cc1	0%	-2%	23	-47%	15%	-7%
Cc1ccc(C)c(-n2c(-c3csc(C)c3)n[nH]c2=S)c1	0%	3%	22	-36%	11%	-4%
CCOC(=O)c1c(C)c[nH]c1C	-1%	-6%	-37	-19%	-4%	-15%
O=[N+]([O-])c1ccc(N/N=C\c2ccccc2OCc2ccccc2)cc1	6%	-5%	-8	-49%	-4%	-3%
O=C1CC(c2ccccc2)Cc2[nH]c(=O)c(C(=O)Nc3cccc(F)c3)cc21 (stereo not drawn)	x	13%	-19	x	x	0%

Results in AmpC inh detg and AmpC inh no detg, for 2 of the compounds above:
Molecule	AmpC inh detg	AmpC inh no detg
O=C(CN1c2ccccc2S(=O)(=O)c2ccccc21)Nc1cccc(C(F)(F)F)c1	21%	x
Cc1ccc(CNS(=O)(=O)NCc2ccccc2F)cc1	-2%	-47%

Additional entries
SMILES	FBPA Giardia inh	AmpC inh detg	HCMV antiviral	AmpC inh no detg	AMA1-RON2 inh	Sm TGR inh
Cc1ccc2nc3c(cc(C(=O)NCC4CCCO4)c(=N)n3C3CCCC3)c(=O)n2c1 (stereo not drawn)	11%	u	10	1%	34%	4%
CC(C)COP(=O)(c1ccc(N(C)C)cc1)C(Nc1ccccc1)c1ccccc1 (stereo not drawn)	1%	-11%	-11	16%	-12%	-3%
Cc1ccc(CN2C(=O)C(CC(C)C)Nc3ncnc(N4CCN(c5ccccn5)CC4)c32)cc1 (stereo not drawn)	x	-10%	-3	38%	0%	-18%
O=S1(=O)N[C@H](c2ccccc2)C[C@H](c2ccc(C(F)(F)F)cc2)O1	4%	u	49	-29%	2%	-1%
N#CC[N+]1(CCCNP2(=O)C=C(c3ccccc3)OC(c3ccccc3)=C2)CCOCC1	-5%	5%	18	133%[activator]	1%	-6%

Filtered by structure: the compounds so far containing an NH in an aromatic ring.
SMILES	FBPA Giardia inh	AmpC inh detg	HCMV antiviral	AmpC inh no detg	AMA1-RON2 inh	Sm TGR inh
O=C1C2CC=CCC2C(=O)N1c1n[nH]c(-c2ccccc2)n1 (stereo not drawn)	-18%	-2%	14	-9%	10%	4%
Cc1ccc(S(=O)(=O)/N=C(/Nc2ccc3[nH]c(=O)[nH]c3c2)c2ccccc2)cc1	-4%	-1%	-11	-34%	-15%	22%
CC1CCN(CCCNC(=O)c2n[nH]c(=O)c3ccccc23)CC1	0%	1%	58	-8%	-15%	25%
Cc1ccc(CSc2nc(-c3ccccc3)c(C#N)c(=O)[nH]2)cc1	16%	-1%	-4	-41%	-9%	-9%
Cc1cccc(C)c1NC(=O)CNC(=O)Cc1c[nH]c2ccccc12	x	2%	6	-6%	-8%	-4%
CCC1CCCCN1C(=O)CSc1n[nH]c(-c2ccccc2Cl)n1 (stereo not drawn)	x	24%	60	x	x	4%
COc1cccc(-c2cc(C(=O)N3CCN(S(=O)(=O)c4ccc(Br)cc4)CC3)[nH]n2)c1	x	-2%	-24	-34%	6%	1%
C=CCOc1ccc(-c2nc3c(c(=O)[nH]c(=O)n3CCC)n2CCCC)cc1	2%	0%	30	-6%	-2%	4%
CCc1ccc(OCc2n[nH]c(=S)n2Cc2ccccc2)cc1	-1%	-9%	11	-13%	51%[activator]	11%
Cc1ccc(C)c(-n2c(-c3csc(C)c3)n[nH]c2=S)c1	0%	3%	22	-36%	11%	-4%
CCOC(=O)c1c(C)c[nH]c1C	-1%	-6%	-37	-19%	-4%	-15%
O=C1CC(c2ccccc2)Cc2[nH]c(=O)c(C(=O)Nc3cccc(F)c3)cc21 (stereo not drawn)	x	13%	-19	x	x	0%
